Assay outcomes from PubChem.
NR2E3 ag-1 = activates human photoreceptor nuclear receptor NR2E3. AID 2300. Q9Y5X4. GST-NR2E3/biotin-RetCOR TR-FRET, 1536-well. inhibition of corepressor binding, % at 4.78 µM. 0.12% of 320,000 active;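 active means percent inhibition above the cutoff of mean plus 3 SD of all tested compounds, set per screening campaign, cut at about 20% in these data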;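 further: 0% = DMSO wells and 100% = biotin wells as full block of FRET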
Target sequence (Q9Y5X4 whole entry, looked up): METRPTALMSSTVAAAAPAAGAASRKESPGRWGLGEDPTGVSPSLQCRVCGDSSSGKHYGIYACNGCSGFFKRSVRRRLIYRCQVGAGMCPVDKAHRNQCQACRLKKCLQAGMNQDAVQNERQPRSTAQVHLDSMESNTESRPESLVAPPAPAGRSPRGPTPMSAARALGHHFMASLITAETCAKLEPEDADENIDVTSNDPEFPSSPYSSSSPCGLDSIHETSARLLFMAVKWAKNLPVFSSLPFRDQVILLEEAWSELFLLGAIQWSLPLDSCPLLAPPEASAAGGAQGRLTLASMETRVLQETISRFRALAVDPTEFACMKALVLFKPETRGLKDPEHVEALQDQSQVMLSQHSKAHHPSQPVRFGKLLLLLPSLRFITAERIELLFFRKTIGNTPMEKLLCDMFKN
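Material: NR2E3–RetCOR corepressor complex / Incubation: Compound–protein incubation for 5 h at 4 °C / Dosing: compound at 4.8 µM, single dose / Detection: time-resolved FRET / Benchmarks: high control biotin, low control 0.6% DMSO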
NR2E3 ag-2 = agonists of human NR2E3 nuclear receptor; AID 602229; inhibition of corepressor binding, % at 3.98 µM; Q9Y5X4; CHO-S Gal4-NCOR/VP16-NR2E3 two-hybrid, luciferase; 0.35% of 360,000 active;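 active means inhibition above the mean of all tested compounds plus 3 SD, cut at about 70% in these data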;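 further: 0% = DMSO with NR2E3 transfected cells and 100% = cells lacking NR2E3 construct; higher means lower luciferase signal from less NR2E3 corepressor binding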
HIF-2a block = blocks HIF-2a reporter activity. 786-0 RCC cells HIF-2a reporter, luciferase luminescence, overnight. 0.72% of 360,000 active. inhibition, % at 18.8 µM. AID 624352;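 active means inhibition of the luminescence signal of 40% or more relative to plate controls, in a single-dose primary screen at 18.75 µM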
TRPM1 prom inh = reduces MITF-dependent TRPM1 promoter luciferase signal | inhibition, % at 12.5 µM | 0.83% of 330,000 active | SK-MEL-5 TRPM1 promoter luciferase, 24 h;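 active means mean inhibition across replicates of 60% or more, whatever share of single replicates reaches that level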; further: values of inactives mirror those of a sister screen read the other way
Shn3 inh set2 = reduces Shn3 3'UTR luciferase signal in osteoblasts | 0.52% of 360,000 active | AID 588674 | Clone20 osteoblast Shn3 3'UTR firefly luciferase, 24 h | inhibition, % at 12.5 µM;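 active means mean inhibition of at least 75% with every replicate also reaching 75%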;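 further: 0% = median of neutral control wells and 100% = pilot-screen positive control compound; some compounds past the cut are filed as inactive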
KKLEB tox = reduces viability of KKLEB cystic fibrosis airway cells; KKLEB CF airway cells viability, ATPlite luminescence, overnight; hits give low values; cells stimulated with P. aeruginosa culture filtrate; activity change (cytotoxicity), % at 5 µM; 0.36% of 360,000 active; AID 602141;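 active means corrected activity change at or below -50% at 5 µM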
C8 TRAIL sens = sensitizes caspase-8 expressing cells to TRAIL; inhibition (viability loss, TRAIL sensitization), % at 10 µM; 1% of 360,000 active; NB7+C8 cells + TRAIL, ATPlite viability luminescence;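 active means compounds causing at least 50% loss of cell viability in the single-dose screen, relative to plate controls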
Peg3 prom inh = inhibitors of Peg3 promoter; HeLa PEG-Prom luciferase reporter, luminescence, overnight; inhibition, % at 20 µM; 1.7% of 360,000 active; AID 588405;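 active means inhibition of at least 50% at 20 µM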
hiPSC survival = hiPSC single-cell survival enhancement. ATPlite luminescence; 100% = ROCK inhibitor wells, 0% = DMSO. survival enhancement, % at 20 µM. 0.044% of 360,000 active. AID 602274; in the data active means survival enhancement above about 18%;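 further: cells exposed to compounds for 16 hours before the ATP read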
CF NFkB inh = inhibitors of cystic fibrosis induced NF-kB; KKLEB NF-kB-GFP reporter, PAF-induced, GFP fluorescence overnight; inhibition, % at 5 µM; 0.86% of 360,000 active;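 active means at least 50% inhibition at 5 µM, scaled per plate between neutral and stimulator controls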;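 further: PAF is a Pseudomonas aeruginosa culture filtrate used as stimulus; plate controls were PAF-stimulated DMSO wells for no effect and unstimulated DMSO wells for full effect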
LMP1 NFkB inh = inhibitors of Epstein-Barr LMP1-induced NF-kappaB reporter. LMP1-induced NF-kappaB luciferase reporter cells, luminescence. inhibition, % at 12.5 µM. 0.69% of 350,000 active; in the data active means inhibition above about 41%;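 further: 0% = neutral control wells and 100% = reference inhibitor control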
* hit, by the source's call; / = no result given. Some of the compounds tested; count on the stated rates, not on these rows.

SMILES	NR2E3 ag-1	NR2E3 ag-2	HIF-2a block	TRPM1 prom inh	Shn3 inh set2	KKLEB tox	C8 TRAIL sens	Peg3 prom inh	hiPSC survival	CF NFkB inh	LMP1 NFkB inh
CCn1cc([N+](=O)[O-])c(C(=O)Nc2ccn(C34CC5CC(CC(C5)C3)C4)n2)n1	-1	-11	17	7	7	9	12	6	0.7	9	-2
Cc1cc2nc(N=C(N)N)nc(C)c2cc1C	/	11	0	9	33	-2	18	34	-2.9	-19	-26
CCN(CC)Cc1c(C(=O)N/N=C/c2cccnc2)nnn1-c1nonc1N	-1	-34	3	8	-23	-4	-11	5	0.1	-6	-2
O=C(Nc1ccccc1)Nc1cccc(Cl)c1	1	-75	-316	-53	3	1	1	-252	-1.9	-3	-12
CC(OC(=O)Cn1cnc2c1c(=O)n(C)c(=O)n2C)C(=O)Nc1ccc(Cl)cc1 (stereo unspecified)	1	1	-1	4	-4	-5	-14	12	0.8	-3	0
CCSc1nc2c(c(=O)n1Cc1ccccc1)SC(C)C2 (stereo unspecified)	-2	4	1	1	59	-3	2	9	0.6	1	2
Fc1ccccc1NC(=S)NCc1ccccc1	3	-7	-22	2	-15	0	1	-4	0.0	-2	-2
O=C1CCN(CCc2ccccc2)CCN1[C@H](CSc1ccc(Br)cc1)c1ccccc1	0	-7	-77	5	-14	-3	9	-102	-2.3	32	-10
CCCc1cc(C(=O)OCC(=O)NCCc2ccccc2)sc1C	/	-23	11	/	-15	6	-2	18	10	-4	3
CC(=O)c1c(C)[nH]c(C(=O)OCC(=O)Nc2c(C)cccc2C)c1C	3	28	8	/	72	-5	11	7	-0.1	4	18
CCC1(c2ccccc2)NC(=O)N(CC(=O)Nc2ccccc2C(=O)NC2CCCC2)C1=O (stereo unspecified)	-2	-1	16	-4	-11	-12	-2	4	-0.5	10	1
COC(=O)c1ccc(NC(=O)c2cc3sccc3n2C)cc1	-2	-34	-106	-32	-37	7	2	-161	3.4	-16	-8
Cc1cccc(Oc2cc(NC(=O)c3ccccc3)cc([N+](=O)[O-])c2)c1	-2	22	-5	-4	87*	-4	9	39	-4.6	14	11
N#Cc1nc(-c2ccc(Cl)cc2)oc1NCc1cccc2c1OCO2	-6	-77	-157	11	-9	4	-20	-102	-2.0	-4	-8
ClC1=C(Cl)C(Cl)=C(Cl)C1=C/C=C/c1ccccc1	0	-15	-18	92*	90*	-94*	44	107*	3.8	91*	70*
C=CC[C@@H](CC(=O)N(CCO)Cc1ccccc1)C(=O)NC[C@H](OC(=O)[C@@H](CC=C)CC(=O)OC(C)(C)C)c1ccccc1	/	20	7	-1	20	-1	2	27	-1.7	11	-7
O=C(c1ccccc1)c1nn(-c2cccc(Cl)c2)ccc1=O	1	-33	-1	-25	17	9	-4	12	-0.1	-10	-5
Cc1cc(N2CC(C)OC(C)C2)nc(C(C)C)n1 (stereo unspecified)	2	13	16	-9	-15	3	3	8	-0.8	10	-4
Cc1ccc(C)c(OCC(=O)NNC(=O)CCN2CCN(c3ccccc3)CC2)c1	2	-4	12	5	5	3	1	10	0.3	-1	2
COc1ccc(-n2c(-c3ccc(C)cc3)n[nH]c2=S)cc1	5	-8	13	4	5	-9	4	4	-0.1	9	3
COc1ccccc1NC(=O)CSCC(N)=O	1	9	17	6	-3	2	-10	8	0.5	1	-9
COc1ccc(C=O)cc1Oc1nc(Cl)ncc1F	-2	-10	-1	5	18	-4	-5	1	-0.6	22	-3
Cc1nnc(SCC(=O)NC(=O)Nc2ccc3c(c2)OCCO3)s1	4	-47	-87	-12	59	-2	-3	-41	-0.2	16	3
O=S(=O)(NCc1ccco1)c1cccc(S(=O)(=O)N2CCCCC2)c1	-1	-38	11	3	14	6	-10	1	-1.4	2	-10
COc1ccc(NC(=O)c2c(NC(=O)CCC(=O)O)sc(-c3ccccc3)c2C)cc1	4	-16	20	-2	2	-8	-6	6	0.0	-6	-9

Structural class, those above containing an aryl methoxy group.
SMILES	NR2E3 ag-1	NR2E3 ag-2	HIF-2a block	TRPM1 prom inh	Shn3 inh set2	KKLEB tox	C8 TRAIL sens	Peg3 prom inh	hiPSC survival	CF NFkB inh	LMP1 NFkB inh
COc1ccc(-n2c(-c3ccc(C)cc3)n[nH]c2=S)cc1	5	-8	13	4	5	-9	4	4	-0.1	9	3
COc1ccccc1NC(=O)CSCC(N)=O	1	9	17	6	-3	2	-10	8	0.5	1	-9
COc1ccc(C=O)cc1Oc1nc(Cl)ncc1F	-2	-10	-1	5	18	-4	-5	1	-0.6	22	-3
COc1ccc(NC(=O)c2c(NC(=O)CCC(=O)O)sc(-c3ccccc3)c2C)cc1	4	-16	20	-2	2	-8	-6	6	0.0	-6	-9

Carrying on:
SMILES	NR2E3 ag-1	NR2E3 ag-2	HIF-2a block	TRPM1 prom inh	Shn3 inh set2	KKLEB tox	C8 TRAIL sens	Peg3 prom inh	hiPSC survival	CF NFkB inh	LMP1 NFkB inh
CCCCCCNC(=O)c1ccc(Br)o1	-1	-4	-47	-13	-16	5	10	-33	1.0	7	-10
CCOc1ccc(CNS(=O)(=O)c2cccs2)cc1OCC	0	-11	5	6	7	-9	-6	-5	-0.1	6	-9
CC(C)(C)c1ccc(OCC(=O)NNC(=O)CCc2ccccc2)cc1	1	-8	4	7	-3	2	-3	23	4.4	-2	2
CC(=O)Nc1ccc(Nc2nnc(-c3ccc(C)c(S(=O)(=O)NCC4CCCO4)c3)c3ccccc23)cc1 (stereo unspecified)	2	-21	12	-2	-13	-8	-16	-6	-0.1	23	-1
O=C(c1ccc([N+](=O)[O-])cc1)N1CCN=C1SCc1ccccc1	1	-16	14	5	24	-9	6	12	2.7	-6	4
CCCCc1nnc(NC(=O)CN2C(=O)C3CCCCC3C2=O)s1 (stereo unspecified)	0	-14	12	-7	-9	5	-3	1	-0.4	8	-4
Cc1cccc(CNCc2ccccc2)c1	0	-9	-5	-7	-13	7	-9	-3	-0.3	-14	-3
CCOC(=O)c1c(NS(=O)(=O)Cc2ccccc2)sc2c1CCCC2	0	-7	4	5	-6	5	-9	16	-2.2	7	10
Cc1ccc([C@@H]2CC=C(C(=O)O)[C@H](c3ccccc3F)N2S(=O)(=O)c2ccc(C)cc2)cc1	5	-28	3	-6	-2	10	-6	9	-2.9	17	3
COc1cccc(NC(=O)CN(C)C(=O)c2ccc(NC(=O)CC3SC(N4CCCCC4)=NC3=O)cc2)c1 (stereo unspecified)	-3	-30	16	-8	12	16	1	4	-0.4	-9	-8
CC(C)[C@H](NS(=O)(=O)c1ccccc1)C(=O)OCC(=O)N1N=C(c2ccc(Cl)cc2)CC1c1ccco1 (stereo partly specified)	-1	-19	50*	-3	15	-1	8	5	0.3	20	11
CSc1cccc(NC(=O)CCCn2c(=O)c3cccn3c3cccnc32)c1	0	-12	-1	-18	-7	-11	0	7	0.2	19	-6
Cn1ncc2c(Nc3ccccc3Cl)nc(Nc3ccccc3Cl)nc21	0	-5	4	-12	-16	-7	-8	10	-0.2	29	9
CCN1CCN(CC(=O)Nc2ccc3c(c2)OCCO3)C(=O)C1=O	3	9	5	-12	0	-2	-4	5	2.1	8	-6
O=C(O)Cc1c(-c2ccccc2Cl)c2cc(Br)ccc2[nH]c1=O	8	8	15	5	/	7	-4	2	1.0	-8	-6
CCN1C(=O)C2(Nc3ccccc3-c3nc4ccccc4n32)c2cc(OC)ccc21 (stereo unspecified)	2	4	17	2	-15	-6	-5	12	-1.1	2	21
Cc1ccc(NC(=O)C[n+]2cc(-c3ccc(C)cc3)n3c2CCC3)cc1	0	6	7	16	-10	4	15	-3	-0.1	-23	-4
Cn1c(=O)oc2cc(S(=O)(=O)N3CCN(c4ccc(F)cc4)CC3)ccc21	1	-13	-15	0	-5	6	-5	13	1.1	-2	-8
CCCCCCSc1nnc2[nH]c(=O)cc(N)n12	-2	-5	17	12	14	0	0	21	0.3	-6	1
Cc1ccc(/C=N/n2c(COc3ccccc3)n[nH]c2=S)s1	1	-20	28	7	-38	13	11	-57	-0.2	-10	3
COc1ccc(OCc2nc(C#N)c(N3CCN(c4ccc(OC)cc4)CC3)o2)cc1	/	-15	-55	-10	13	-8	10	-19	0.4	10	21
CCN(CC)C(=O)c1ccccc1NC(=O)c1ccccc1C	4	-24	12	-20	0	3	4	15	1.5	-7	-1
O=C(CC(Nc1ccc(Cl)cc1)C(=O)O)c1ccccc1 (stereo unspecified)	2	-146	-178	-71	-34	-22	62*	-154	-5.4	-8	-84
Cc1cc(=O)oc2cc(NC(=O)CC3(CC(=O)O)CCCC3)ccc12	-1	10	16	7	19	-3	-15	7	2.0	1	6
CCCCOC(=O)c1ccc(NC(=O)c2ccc(F)cc2F)cc1	2	-22	-6	-38	-1	0	13	-28	9.8	7	-10
The results go on.
SMILES	NR2E3 ag-1	NR2E3 ag-2	HIF-2a block	TRPM1 prom inh	Shn3 inh set2	KKLEB tox	C8 TRAIL sens	Peg3 prom inh	hiPSC survival	CF NFkB inh	LMP1 NFkB inh
CCOc1ccc(OCC)c(S(=O)(=O)NCc2cccnc2)c1	5	-12	4	-6	-2	-3	-9	4	-0.9	6	1
Cc1nc(-c2ccc(S(=O)(=O)N3CCN(c4cccc(C)c4C)CC3)cc2)co1	-2	-12	-24	-9	9	8	5	-6	0.3	-5	7
O=C(c1nsnc1-c1ccccc1O)N1CCCCC1	0	-34	10	2	5	6	2	-2	-2.9	-5	0
CC(=O)Nc1ccc(S(=O)(=O)Nc2cccc(C(=O)Nc3ccccc3C(=O)O)c2)cc1	3	-28	13	14	-1	-6	4	15	0.3	9	-5
COCCCNC(=S)NCCNc1nc2cc(C)c(C)cc2cc1C#N	0	2	-91	1	0	5	3	-29	0.6	-4	5
CCOC(=O)C1=NN(C(=O)c2ccc(OC)cc2)C(O)(c2ccc(Cl)cc2)C1 (stereo unspecified)	6	-27	8	-11	1	5	3	18	0.9	-3	4
N#C/C(=C\c1ccc(OCC(N)=O)cc1)S(=O)(=O)c1ccccc1	-1	2	21	-2	-6	4	-12	6	-0.6	0	-2
Cc1cc(C)c(S(C)(=O)=O)c(N(C)N)n1	-2	-17	5	11	-26	-5	5	-2	0.6	-5	-5
COc1ccc(C(=O)Nc2c(-c3cccs3)c(=O)c3ccccc3n2C)cc1	-2	2	-11	11	-7	0	0	9	-0.6	8	1
O=C(/C=C/c1ccccc1Cl)N(Cc1ccc(Cl)cc1)C1CCS(=O)(=O)C1 (stereo unspecified)	3	4	10	-1	-1	10	2	4	-1.3	-5	-3
N#CCCNC(=O)Cn1c(COc2ccc(Cl)cc2)nc2ccccc21	-4	5	-30	4	-1	-3	6	-14	0.3	-14	-6
COc1ccc(C(=O)Nc2ccccc2C(=O)N/N=C/c2cccc3ccccc23)cc1	3	-41	-36	-9	-18	-88*	95*	-65	-5.0	-6	33
COc1ccc2nc(COC(=O)c3cccs3)c(C(C)=O)[n+]([O-])c2c1	-1	-20	17	5	12	-13	-14	19	-0.6	12	4
Cc1cccc(NC(=O)c2cc3c(=O)n4ccccc4nc3s2)c1	2	-14	-127	-16	-9	3	18	-80	-0.4	-36	2
COc1ccc(CC(=O)c2ccc(O)cc2O)cc1OC	3	-16	-42	-9	-27	7	8	-28	-1.5	-8	-2
